ERK EGF inh = blocks ERK signaling stimulated by EGF | Potency, µM (highest dose often 11.5 µM), without a hit: at the highest dose activity change, negative = inhibition, hits mostly inhibitors | actives 0.41% (n = 130,000) | HEK293-V1b, EGF-stimulated phospho-ERK AlphaScreen | AID 1454; active means well fitted inhibition curve with a large enough effect; inconclusive means small, poorly fitted or top-dose-only effect, or effect the other way;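 further: plate controls were stimulated vehicle wells for no effect and unstimulated vehicle basal for full effect; nearly all actives have a fitted effect of over 55% in size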
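Cell line HEK293 (stable V1b), low serum overnight. Pretreatment: compound 30 min, 37C. EGF 25 nM, 5 min. Detection: SureFire AlphaScreen, 5 h RT. AC50 via standard Hill equation.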
Active calls of the source: *; u = inconclusive; [ ] = dose if it differs, or a comment. Potency means the concentration at half of the fitted maximal effect. Not all compounds are listed, so the mix of outcomes need not match the whole.

SMILES	ERK EGF inh
Cc1ccc(NS(=O)(=O)c2ccc(C(=O)N3CCN(c4ncccn4)CC3)cc2)cc1	0%
C/C(N)=C(/C#N)C(=O)COC(=O)c1ccc(C#N)cc1	-4%
CN(Cc1cn(-c2ccccc2)nc1-c1cc2ccccc2o1)C(=O)CCC(=O)O	4%
CCOC(=O)/C=C1\SCC(=O)N1CC(=O)N1CCOCC1	-7%
C=CCn1c(SCC(=O)NNC(=S)Nc2ccccc2)nnc1-c1ccccc1	-4%[57.5 µM]
N#CCCS(=O)(=O)c1ccc(N)cc1	-7%
O=C(NC(Cc1ccc(O)cc1)C(=O)O)c1ccco1 (stereo not drawn)	4%
COc1cc(CNC(=O)C2CCCN2S(=O)(=O)c2ccccc2)cc(OC)c1OC (stereo not drawn)	-1%
COc1ccc(NC(=O)c2c(N)no[n+]2[O-])c(OC)c1	0%
O=C(NCc1nc2ccccc2[nH]1)[C@H]1C[C@@H]1[C@H](NP(=O)(c1ccccc1)c1ccccc1)c1ccccc1	u
O=C(NC1CCCCC1)c1ccccc1NC(=O)C1CC(=O)N(c2ccccc2)C1 (stereo not drawn)	11%
CCCS(=O)(=O)Nc1c(OC)ccc2c1c(C(=O)OCC)c(C)n2C	4%
COc1ccc(-c2[nH]ncc2CN(CCO)CC23CC4CC(CC(C4)C2)C3)c(OC)c1	4%
CCOC(=O)CNC(=O)c1cccnc1Oc1ccc(Cl)cc1	6%[57.5 µM]
O=C(CCn1nnc2ccccc21)N/N=C\Cc1ccccc1	0%
CCC(C)[C@H](NC(=O)NCc1ccc(Cl)cc1)C(=O)O (stereo partly drawn)	1%[57.5 µM]
O=C(Nc1ccc2ccccc2c1)[C@H]1C[C@@H]1[C@H](NP(=O)(c1ccccc1)c1ccccc1)c1ccccc1	-8%
COc1ccc(C2NC(=S)NC3=C2CCc2ccccc23)cc1OC (stereo not drawn)	-6%
O=C(NCc1ccco1)C1CC(=O)N(c2ccc(Cl)cc2)C1 (stereo not drawn)	-2%
CCOC(=O)C1(Cc2ccccc2Cl)CCN(Cc2csc(C(C)=O)c2)CC1	-4%
C/C(=N\N1CCN(Cc2ccc(Cl)cc2)CC1)c1ccc(F)cc1	-3%[57.5 µM]
Cc1nc(SCC(=O)NC2CCCCC2)[nH]c(=O)c1C	25%[57.5 µM]
COc1ccc(C(=O)Nc2ccccc2C(=O)N/N=C/c2ccco2)cc1	16%
COc1cccc(CNC(=O)Cc2nc3nc(C)cc(C)n3n2)c1	8%
CCCCNC(=O)c1ccc2nc(-c3ccco3)c(-c3ccco3)nc2c1	-3%
C[C@H](NC(=O)c1nc[nH]c1C(=O)NCc1ccc(CNC(=O)OC(C)(C)C)cc1)C(=O)OC(C)(C)C	-12%[57.5 µM]
O=C(CCc1ccccc1)NNC(=O)c1ccccc1F	-12%
COc1ccccc1S(=O)(=O)Cc1ccc(C(=O)N2CCOCC2)o1	0%
Cc1noc(NC(=O)c2cccc(Cl)c2Cl)c1C#N	-9%
CCN(CC)CCN1C(=O)c2cccc3cc(N)cc(c23)C1=O	u
N#CCCn1cnc2c1NC=NC2Cl (stereo not drawn)	-3%
NNC(=S)Nc1ccc(S(=O)(=O)N2CCOCC2)cc1	-7%[57.5 µM]
Cc1cc(Br)ccc1OCCN1CC(C)OC(C)C1 (stereo not drawn)	-5%
CCOc1ccc2oc(-c3ccccc3)c(C(=O)O)c2c1	u
CCc1cccc(C)c1NC(=O)COC(=O)CNS(=O)(=O)/C=C/c1ccccc1	0%
Nc1ccc(-c2nc3cc([N+](=O)[O-])ccc3o2)cc1	10%[57.5 µM]
Cn1c(=O)nc2n(Cc3ccccc3)c3ccccc3cc-2c1=O	3%
O=S(=O)(c1cc(-c2nnc(-c3ccc(Br)cc3)o2)ccc1Br)N1CCCCCC1	4%
CN(C)CCCC1(O)c2ccccc2C=Cc2ccccc21	11%
Cc1nc(COC(=O)c2cc(O)c3ccccc3c2O)cs1	3%
O=c1[nH][nH]cc1C=Nc1ccc(Cl)cc1	-2%
C=CCNC(=O)c1onc(CSc2ccc(Cl)cc2)c1C(=O)NCC=C	-6%[57.5 µM]
Cn1c(=O)c2c(ncn2CC(=O)Nc2nc(-c3ccc(F)c(F)c3)cs2)n(C)c1=O	8%[57.5 µM]
CCOC(=O)c1cncc(O)c1	-25%[57.5 µM]
CC1Cc2ccccc2N1C(=O)NC1CC(=O)N(c2ccc3c(c2)OCCO3)C1 (stereo not drawn)	-35%
CCC(C)NCCOCCOc1cc(C)c(Cl)c(C)c1 (stereo not drawn)	-5%
CS(=O)(=O)N1CCC[C@@]2(CCN(c3ncccn3)C2)C1	-16%
CCOc1c(Cl)cc(CNCc2ccncc2)cc1OC	-9%
O=[N+]([O-])c1ccccc1/C=N/n1c(C2CCCCC2)n[nH]c1=S	u
Nc1ccc(C(=O)c2cccs2)cn1	-15%[57.5 µM]
CC(C)Cc1nc(SCC(=O)Nc2nnc(CC(C)C)s2)n[nH]1	1%[57.5 µM]
Cc1ccc(N2CC(O)=C(c3ccccc3)C2=N)cc1	-7%
COc1cc(O)cc2cc3c(c(O)c12)C(=O)CC(C)(O)O3 (stereo not drawn)	-7%[57.5 µM]
O=C(Nc1ccc(Cl)cc1)Nc1ccc(N2CCCC2)c(S(=O)(=O)Nc2ccccc2Cl)c1	-1%
Cc1cc(-c2nnc(SCC(=O)Nc3ccccc3)n2C)no1	4%[57.5 µM]
CC(C)N(C(=S)NCc1ccccc1)C(C)C	4%
Cc1ccc(NC(=O)Cn2c(=S)[nH]c3ccccc32)cc1	1%
COC(=O)[C@@H]1C[C@@H]2CC[C@@H](O)C[C@@H]2N1Cc1ccc(-c2ccccc2)cc1	5%
CCOC(=O)N1CCN(S(=O)(=O)c2ccc(C(=O)Nc3ccc4c(c3)C(=O)NC4=O)cc2)CC1	-1%
CCOc1ccc(-n2c(=O)[nH]cc(C(=O)Nc3ccc(OC)c(OC)c3)c2=O)cc1	4%
(cont.)
SMILES	ERK EGF inh
CSc1ccc(/C=C/C(=O)OCC(=O)N(C)CCC#N)cc1	-3%
O=C1c2cccc3c(N4CCCCC4)ccc(c23)C(=O)N1c1cccc(O)c1	11%
COCCn1c(C)cc(C(=O)CSc2cc(C)c3ccccc3n2)c1C	3%
CCOC(=O)c1ccc(-n2ccnc2)c(NC(=O)c2ccc(C(C)(C)C)cc2)c1	4%
CC(=O)Oc1cccc(C(=O)O)c1OC(C)=O	7%
COc1ccc(N2C(=O)CC(Sc3ccccc3C(=O)O)C2=O)c([N+](=O)[O-])c1 (stereo not drawn)	-11%
Cn1ncc(Oc2ccc([N+](=O)[O-])cc2)c(Cl)c1=O	-3%[57.5 µM]
O=C(NCCOc1ccccc1F)Nc1ccc(Br)cc1	-5%
CCCNCC1C(Oc2ccc(Cl)cc2)C(=O)N1c1ccccc1C (stereo not drawn)	9%
Cc1cc(C)c2c(c1)NC(c1cc3c(cc1Br)OCO3)C1CC=CC21 (stereo not drawn)	-12%
O=C1C=C(Nc2ccc(Cl)cc2)C(=O)N1c1ccc(Cl)cc1	1%
CCc1ccccc1NC(=O)CCCSc1nc2ccccc2s1	0%
CN1CCN(S(=O)(=O)c2cccc(C(=O)N3CCc4ccccc43)c2)CC1	-3%
COc1ccc(S(=O)(=O)N2CCOCC2)cc1NC(=O)CSc1cccc[n+]1[O-]	-13%[57.5 µM]
COc1ccc(C(=O)Nc2ccc3nc4n(c(=O)c3c2)CCCC4)cc1[N+](=O)[O-]	-2%
CCC(CC)C(=O)Nc1cccc(C(=O)Nc2ccc(S(N)(=O)=O)cc2)c1	-2%
CCC(=O)c1ccc(OC(C)C(=O)NC2(C#N)CCCCC2)cc1 (stereo not drawn)	10%
COC(=O)c1nn(-c2ccc(OC)cc2)c(=O)cc1O	-8%
CC1(C)CC(=O)C(N=Nc2cccc([N+](=O)[O-])c2)=C(O)C1	8%[57.5 µM]
COc1cccc(C2CC(c3ccccc3)=NN2S(=O)(=O)c2ccc(C)cc2)c1OC (stereo not drawn)	7%
O=C(Nc1cccc(S(=O)(=O)Nc2ccc(Cl)cc2)c1)c1cc2c(s1)CCCC2	5%
COC(=O)c1c(NC(=O)/C=C/C(=O)O)sc(C)c1-c1ccc(C)c(C)c1	-9%
COC(=O)c1c(NC(=O)CSc2ncnc3c2cnn3-c2ccccc2Cl)sc2c1CCCC2	12%
CCCCNC(=O)C(c1ccc(OCC(=O)OC)c(C(=O)OC)c1)N(Cc1ccccc1)C(=O)CCCCCN1C(=O)NC(c2ccc(-c3ccccc3)cc2)C(C(=O)OCc2ccccc2)=C1C (stereo not drawn)	0%
CC(C)Oc1ccc(C(=O)NC(=S)Nc2ccc(CN3CCOCC3)cc2)cc1	u
O=C(Cc1ccc(Br)cc1)Nc1cccc(-c2cn3c(n2)SCC3)c1	7%
CCOC(=O)N1CCN(c2c(NCc3ccc(F)cc3)c(=O)c2=O)CC1	-7%[57.5 µM]
Brc1c(CSc2nncc3ccccc23)nc2ccccn12	6%
CS(=O)(=O)NN1C(=O)c2ccccc2NC1c1cccs1 (stereo not drawn)	-3%[57.5 µM]
CCN(CC)C(=S)SCC(=O)c1c(C)[nH]c2ccccc12	1%

Given field by field: part of the list above.
> CCCNCC1C(Oc2ccc(Cl)cc2)C(=O)N1c1ccccc1C (stereo not drawn)
- ERK EGF inh = 9%
> Cc1cc(Br)ccc1OCCN1CC(C)OC(C)C1 (stereo not drawn)
- ERK EGF inh = -5%
> N#CCCS(=O)(=O)c1ccc(N)cc1
- ERK EGF inh = -7%
> Cn1c(=O)c2c(ncn2CC(=O)Nc2nc(-c3ccc(F)c(F)c3)cs2)n(C)c1=O
- ERK EGF inh = 8%[57.5 µM]

3 entries drawn at random from those above, as already listed:
SMILES	ERK EGF inh
O=C(Nc1cccc(S(=O)(=O)Nc2ccc(Cl)cc2)c1)c1cc2c(s1)CCCC2	5%
COc1cc(O)cc2cc3c(c(O)c12)C(=O)CC(C)(O)O3 (stereo not drawn)	-7%[57.5 µM]
Cc1nc(SCC(=O)NC2CCCCC2)[nH]c(=O)c1C	25%[57.5 µM]

The results go on:
SMILES	ERK EGF inh
O=C1NC(=O)C2(COC(c3ccncc3)OC2)S1 (stereo not drawn)	6%
COc1cccc(NC(=S)/C(=C(\[O-])c2cc(C)n(-c3ccccc3F)c2C)[n+]2ccc(N(C)C)cc2)c1	-8%
Cc1ccccc1NC(=O)c1cn(-c2ccccc2)nc1-c1ccccc1	-2%
O=C(CSc1nnc(Cc2cc(=O)[nH]c(=O)[nH]2)n1-c1ccc(Cl)cc1)N1CCc2ccccc21	-9%
S=c1[nH]c(-c2ccc(Br)cc2)cn1CCc1ccccc1	-2%
Cc1cc(C)n2nc(SCc3nnc(-c4cccs4)o3)nc2n1	-12%
O=c1[nH]nc(-c2ccc(F)cc2)cc1Cc1ccccn1	-10%[57.5 µM]
COc1cc(C[C@H]2C(=O)OC[C@@H]2Cc2ccc(OC)c(OC)c2)ccc1O	-12%
CCC(C)NCCOc1cccc(Br)c1 (stereo not drawn)	2%
CCOC(=O)C1CCCN(C(=S)NC2CCCC2)C1 (stereo not drawn)	6%
CN(c1ccccc1)S(=O)(=O)c1cccc(C(=O)NNC(=O)c2ccccc2)c1	4%
Cc1ccc(C)c(C(=O)COC(=O)c2cccc(N3C(=O)c4c(C)nc5ccccc5c4C3=O)c2)c1	u
CC(=O)c1ccc(NC(=S)Nc2ccc3[nH]c(=O)[nH]c3c2)cc1	7%
CN(Cc1ccccc1)C(=O)c1nc2ccccn2c1CN1CCC(N2CCOCC2)CC1	4%[57.5 µM]
O=C(c1csnn1)N1CCC[C@@]2(CCN(c3ccccn3)C2)C1	6%

Molecules above that contain a nitro group on carbon, in the order listed:
SMILES	ERK EGF inh
Nc1ccc(-c2nc3cc([N+](=O)[O-])ccc3o2)cc1	10%[57.5 µM]
O=[N+]([O-])c1ccccc1/C=N/n1c(C2CCCCC2)n[nH]c1=S	u
COc1ccc(N2C(=O)CC(Sc3ccccc3C(=O)O)C2=O)c([N+](=O)[O-])c1 (stereo not drawn)	-11%
Cn1ncc(Oc2ccc([N+](=O)[O-])cc2)c(Cl)c1=O	-3%[57.5 µM]
COc1ccc(C(=O)Nc2ccc3nc4n(c(=O)c3c2)CCCC4)cc1[N+](=O)[O-]	-2%
CC1(C)CC(=O)C(N=Nc2cccc([N+](=O)[O-])c2)=C(O)C1	8%[57.5 µM]

Further entries:
SMILES	ERK EGF inh
O=C(/C=C/c1ccc([N+](=O)[O-])cc1)c1cccs1	-4%[57.5 µM]
Cc1cc(NC(=O)CSc2nncc(=O)n2N)no1	-9%
C/C(CC(=O)NC(C)C)=N\NC(=O)COc1cc(C)c(Br)cc1Br	-2%
Cc1ccc(SCC(=O)N2CCOCC2)cc1	u
Cc1c(C(=O)c2cccc(F)c2)c2ccccn2c1CCC#N	6%
O=C(NCc1ccccn1)c1nnc(Cc2ccc(Cl)cc2)o1	6%
CCN(CC)c1ccc(/C=N/NC(=S)NCc2ccco2)cc1	6%
Cc1ccc(OCC(=O)O/N=C(\N)c2ccccn2)cc1C	-2%[57.5 µM]
CC[N+](CC)(CC#Cc1ccccc1)CC(=O)c1ccc(Cl)cc1	7%
Cc1cc(=O)[nH]c(N)n1	0%[57.5 µM]
COc1ccc(-n2c(=O)c(CCC(=O)N(C)Cc3ccccc3C)nc3ccccc32)cc1	-6%
O=C(CNC(=O)c1ccc2ccccc2c1)OCC(=O)N1CCN(S(=O)(=O)c2ccc3ccccc3c2)CC1	8%
Cc1cccc2cc(CN(CC3CCCO3)C(=S)NCc3ccco3)c(=O)[nH]c12 (stereo not drawn)	-7%
COc1ccccc1NC(=O)N1CCCC1	u
CCO[C@H]1OC(C(=O)NC2CC2)=C[C@@H](C2CCCCC2)[C@@H]1CCCO	-4%[57.5 µM]
Cc1cccc(OCCNC(=S)NC(=O)c2cccnc2)c1	2%

Screens deposited in PubChem by National Center for Advancing Translational Sciences (NCATS).
